# Growth percent in the NCI-60 one-dose screen (48 h, 10 µM unless noted): 100 = growth as untreated, 0 = no growth, -100 = all killed.
# NCI-H522: NCI-H522 lung cancer; 78,000 tested, 8% active; AID 1794739
# NCI-H460: NCI-H460 lung cancer | 82,000 tested, 6.8% active
# ACHN: ACHN renal cancer; AID 1794771; 81,000 tested, 4.9% active
# NCI-H226: NCI-H226 lung cancer. 79,000 tested, 3.5% active
# A498: A498 renal cancer cells; 76,000 tested, 5.4% active
# RXF 393: RXF 393 renal cancer cells; 77,000 tested, 6.9% active; AID 1794773
# CAKI-1: CAKI-1 renal cancer; 75,000 tested, 4.7% active; AID 1794772
# NCI-H23: NCI-H23 lung cancer | 80,000 tested, 4% active
# NCI/ADR-RES: NCI/ADR-RES ovarian cells; AID 1794790; 81,000 tested, 4.4% active
# Numbers without * were called inactive; . = no result given; & = joins results of further samples. Rule for the calls: active = growth percent below 10; inactive = the rest.
# The line under a structure holds: NCI-H522	NCI-H226	NCI/ADR-RES	A498	NCI-H460	ACHN	RXF 393	CAKI-1	NCI-H23
CCOC(=O)/C=C1\S/C(=N\Nc2cc(=O)[nH]c3ccc(C)cc23)N(c2ccccc2)C1=O
  97	98	106	135	112	104	114	94	98
O=C(CN1CCOCC1)Nc1ccc2ncnc(Nc3ccc(Oc4cccc(C(F)(F)F)c4)c(Cl)c3)c2c1
  26	75	42	10	64	19	.	34	69
Cc1csc(NC(c2ccc(Br)cc2)c2c(C)nc3ccccn23)n1 (stereo not given)
  89	82	95	67	98	98	112	81	84
COc1ccc(/C=C2\SC(=Nc3ccc(F)cc3)NC2=O)c(OC)c1
  88	.	99	109	98	94	84	84	99
CC(=O)c1c(C)[nH]c2c1c(-c1ccc3c(c1Br)OCO3)nc1ccccc12
  77	98	102	117	104	93	109	96	95
COc1ccc(CCN2C(=O)C(C)(C)SC2=S)cc1OC
  94	105	100	99	105	104	109	88	101
COc1ccc(Cn2cc3c(c2-c2cc(OC)c(OC)c(OC)c2)CCc2cnoc2-3)cc1[N+](=O)[O-]
  46	47	5.0*	45	7.9*	60	10	16	26
CCOC(=O)C=C(C)C
  119	97	109	98	114	101	104	90	103
CCCCCCc1ccc(O)c(Cl)c1
  112	104	108	83	107	101	100	96	102
Nc1cccc2ccc(S(=O)(=O)O)cc12
  95&79	96&96&106	103&100&104	108&95&105	103&105&113	109&95&105	114	78&96&107	102&103&103
NS(=O)(=O)c1ccc(-n2nc(CCCNC(=O)Nc3ccc(C(F)(F)F)cc3)cc2-c2ccccc2)cc1
  69	107	109	94	92	83	98	84	98
COC(=O)c1ccc2c(c1)C(=O)N(c1ccc(S(N)(=O)=O)cc1)C2=O
  84	94	98	89	109	104	100	92	97
COc1cc2c(Nc3ccc(S(N)(=O)=O)cc3)ncnc2c(OC)c1OC
  89	85	97	103	105	99	109	92	97
Cc1ccc(-c2[nH][nH]c(=O)c2-c2nc3ccccc3s2)cc1
  89	95	98	.	105	97	101	89	96
Cc1ccc(/C=C/C(=O)c2c(O)c3ccccc3oc2=O)cc1
  79	105	100	115	101	109	106	98	98
CC1CN(C(=O)Nc2c(C(C)C)cccc2C(C)C)CC(C)O1 (stereo not given)
  102	97	102	99	105	.	103	97	103
COc1ccc(C(C)=O)cc1CSC(=S)N1CCSCC1
  .	57	78	94	102	69	93	69	103
CCOC(=O)/C=C/COC(=O)[C@H](C)NC(=O)[C@@H]1CCCN1C(=O)CNC(=O)C(C)(C)C
  97	108	115	129	109	103	122	107	105
Cc1ccc(/C=N\N=C\c2ccc(C)cc2)cc1
  104	115	108	109	115	112	132	119	104
O=C(O)C1CN(c2cccc(Cl)c2)N(c2cccc(Cl)c2)C1=O (stereo not given)
  87	93	94	110	102	96	95	93	90
N#Cc1cnc(C(N)=O)s1
  97	88	105	97	107	105	104	95	106
O=S(=O)(NCCCNc1nccc(-n2cnc3ccccc32)n1)c1ccc(Br)cc1
  76	80	89	77	94	90	111	85	93

# Given in CSV form: entries from further up.
SMILES,NCI-H522,NCI-H226,NCI/ADR-RES,A498,NCI-H460,ACHN,RXF 393,CAKI-1,NCI-H23
CC1CN(C(=O)Nc2c(C(C)C)cccc2C(C)C)CC(C)O1 (stereo not given),102,97,102,99,105,.,103,97,103
COc1ccc(C(C)=O)cc1CSC(=S)N1CCSCC1,.,57,78,94,102,69,93,69,103
CCOC(=O)/C=C/COC(=O)[C@H](C)NC(=O)[C@@H]1CCCN1C(=O)CNC(=O)C(C)(C)C,97,108,115,129,109,103,122,107,105
Cc1ccc(/C=N\N=C\c2ccc(C)cc2)cc1,104,115,108,109,115,112,132,119,104

# In a second layout: entries from further up.
COc1ccc(C(C)=O)cc1CSC(=S)N1CCSCC1
  NCI-H522 = .
  NCI-H226 = 57
  NCI/ADR-RES = 78
  A498 = 94
  NCI-H460 = 102
  ACHN = 69
  RXF 393 = 93
  CAKI-1 = 69
  NCI-H23 = 103
CC1CN(C(=O)Nc2c(C(C)C)cccc2C(C)C)CC(C)O1 (stereo not given)
  NCI-H522 = 102
  NCI-H226 = 97
  NCI/ADR-RES = 102
  A498 = 99
  NCI-H460 = 105
  ACHN = .
  RXF 393 = 103
  CAKI-1 = 97
  NCI-H23 = 103
CCOC(=O)/C=C/COC(=O)[C@H](C)NC(=O)[C@@H]1CCCN1C(=O)CNC(=O)C(C)(C)C
  NCI-H522 = 97
  NCI-H226 = 108
  NCI/ADR-RES = 115
  A498 = 129
  NCI-H460 = 109
  ACHN = 103
  RXF 393 = 122
  CAKI-1 = 107
  NCI-H23 = 105
COc1cc2c(Nc3ccc(S(N)(=O)=O)cc3)ncnc2c(OC)c1OC
  NCI-H522 = 89
  NCI-H226 = 85
  NCI/ADR-RES = 97
  A498 = 103
  NCI-H460 = 105
  ACHN = 99
  RXF 393 = 109
  CAKI-1 = 92
  NCI-H23 = 97
